Source: PubChem BioAssay (several laboratories)
ABHD5-PLIN5 inh: inhibitors of human ABHD5-perilipin-5 interaction; Split G. princeps luciferase complementation, luminescence, 4 h; inhibition, % at 4 µM; 0.78% of 360,000 active;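 active = inhibition above the mean inhibition across every tested compound plus 3 SD, cut at about 22% in these data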;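 also: 0% = DMSO only wells and the 100% control is not disclosed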
TLR9-MyD88 inh: inhibitors of human TLR9-MyD88 binding | Q9NR96+Q99836 | CHO BLA complementation TLR9-MyD88, CCF4 FRET ratio | inhibition, % at 4.98 µM | 0.21% of 340,000 active;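 active = inhibition above the mean over all tested compounds plus 3 SD, cut at about 21% in these data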;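 also: 0% = DMSO only wells and 100% = clavulanate BLA inhibitor control wells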
MC4R ag barr: agonists of human melanocortin 4 receptor (MC4R) beta-arrestin; P32245; U2OS MC4R beta-arrestin complementation, luminescence; percent of melanotan II response, DMSO zero; activation, % at 8.9 µM; 0.98% of 360,000 active; AID 540308;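 active = activation above a per-plate cutoff, the mean activation of sample wells on that plate plus 3 SD, cut at about 8% in these data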
NOD2 RIPK2 PPI: inhibitors of human NOD2-RIPK2 interaction | CHO BLA complementation NOD2-RIPK2, CCF4 ratio | 0.38% of 360,000 active | inhibition, % at 4.98 µM; in the data active = inhibition above about 21%;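 also: 0% = vehicle only and 100% = reference blocker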
MC4R antagonist: blocks human MC4R cAMP signaling. inhibition, % at 6.5 µM. P32245. MC4R-expressing cells, MTII-stimulated cAMP, LANCE TR-FRET. 0.48% of 360,000 active. AID 540295;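 active = inhibition above its plate's cutoff, the mean of tested wells on that plate plus 3 SD, cut at about 29% in these data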;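 also: 0% = Melanotan II alone and 100% = Melanotan II plus saturating MCL0020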
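Test system: U2OS cells stably expressing human melanocortin 4 receptor (MC4R); also added: Melanotan II challenge; compound: 6.5 µM single dose; timing: 30-min compound preincubation, 1-h Melanotan II challenge, 1-h detection, room temperature; signal: Eu-cAMP/anti-cAMP TR-FRET, emission 671 nm; repeats: one well per compound, no replicates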
Cardio protect: myocardial damage modulation in H9c2 cells; H9c2 cardiomyocytes, H2O2 injury protection, ATPLite, 2 h; protection from H2O2 cell death, % at 20 µM; 0.63% of 360,000 active; AID 588492;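 active = compounds giving at least 50% protection of heart cells from peroxide-induced death in the single-dose screen, raw or plate-pattern-corrected value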;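 also: 0% = DMSO wells with peroxide and 100% = DMSO wells without peroxide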
Glyco luc inh: N-linked glycosylation inhibition | reporter increase, % at 12.5 µM | D54 ERlucT glycosylation luciferase reporter, 24 h; percent of 100 nM tunicamycin response | 0.23% of 360,000 active;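 active = mean luciferase reporter signal, scaled so untreated is 0 and the glycosylation-blocking control 100, at or above a set limit in every replicate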;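 also: luciferase carries N-glycosylation sites so blocking glycosylation raises the light; 0% = median of neutral control wells and 100% = median of 100 nM tunicamycin wells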
ABCB6 inh MLPCN: blocks the human ABCB6 transporter; fluorescence ratio to DMSO, % at 10 µM; AID 602162; 0.19% of 360,000 active; K562-ABCB6 porphyrin accumulation, flow cytometry, 1 h; stronger effect = lower value;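 active = fluorescence ratio to DMSO below 75%, the collection mean minus 3 SD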;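 also: signal is porphyrin accumulated inside mitochondria; 100% equals median channel fluorescence of DMSO control wells; lower ratio means ABCB6 inhibition with less porphyrin fluorescence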
HTR2A ag: activates the mouse 5-HT2A serotonin receptor | P35363 | CHO-K1 mHTR2A beta-arrestin complementation, luminescence; percent of 30 µM serotonin response | activation, % at 7.6 µM | 0.66% of 360,000 active | AID 624169;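 active = activation above a run cutoff, the mean activation of all tested compounds plus 3 SD, cut at about 14% in these data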;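 also: 0% = plate median of compound wells and 100% = 30 µM serotonin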
SRC2 inh: human SRC2 (NCOA2) inhibition; Q15596; HEK293 GAL4-SRC2 luciferase reporter, luminescence; inhibition, % at 9 µM; 0.17% of 370,000 active; AID 651957;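 active = inhibition above the mean inhibition of all tested compounds plus 3 SD, set per campaign, cut at about 52% in these data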;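 also: 0% = DMSO treated cells and 100% = cells given Gossypol at 36 µM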
Target sequence (Q15596 whole entry, looked up, the tested form may be a part): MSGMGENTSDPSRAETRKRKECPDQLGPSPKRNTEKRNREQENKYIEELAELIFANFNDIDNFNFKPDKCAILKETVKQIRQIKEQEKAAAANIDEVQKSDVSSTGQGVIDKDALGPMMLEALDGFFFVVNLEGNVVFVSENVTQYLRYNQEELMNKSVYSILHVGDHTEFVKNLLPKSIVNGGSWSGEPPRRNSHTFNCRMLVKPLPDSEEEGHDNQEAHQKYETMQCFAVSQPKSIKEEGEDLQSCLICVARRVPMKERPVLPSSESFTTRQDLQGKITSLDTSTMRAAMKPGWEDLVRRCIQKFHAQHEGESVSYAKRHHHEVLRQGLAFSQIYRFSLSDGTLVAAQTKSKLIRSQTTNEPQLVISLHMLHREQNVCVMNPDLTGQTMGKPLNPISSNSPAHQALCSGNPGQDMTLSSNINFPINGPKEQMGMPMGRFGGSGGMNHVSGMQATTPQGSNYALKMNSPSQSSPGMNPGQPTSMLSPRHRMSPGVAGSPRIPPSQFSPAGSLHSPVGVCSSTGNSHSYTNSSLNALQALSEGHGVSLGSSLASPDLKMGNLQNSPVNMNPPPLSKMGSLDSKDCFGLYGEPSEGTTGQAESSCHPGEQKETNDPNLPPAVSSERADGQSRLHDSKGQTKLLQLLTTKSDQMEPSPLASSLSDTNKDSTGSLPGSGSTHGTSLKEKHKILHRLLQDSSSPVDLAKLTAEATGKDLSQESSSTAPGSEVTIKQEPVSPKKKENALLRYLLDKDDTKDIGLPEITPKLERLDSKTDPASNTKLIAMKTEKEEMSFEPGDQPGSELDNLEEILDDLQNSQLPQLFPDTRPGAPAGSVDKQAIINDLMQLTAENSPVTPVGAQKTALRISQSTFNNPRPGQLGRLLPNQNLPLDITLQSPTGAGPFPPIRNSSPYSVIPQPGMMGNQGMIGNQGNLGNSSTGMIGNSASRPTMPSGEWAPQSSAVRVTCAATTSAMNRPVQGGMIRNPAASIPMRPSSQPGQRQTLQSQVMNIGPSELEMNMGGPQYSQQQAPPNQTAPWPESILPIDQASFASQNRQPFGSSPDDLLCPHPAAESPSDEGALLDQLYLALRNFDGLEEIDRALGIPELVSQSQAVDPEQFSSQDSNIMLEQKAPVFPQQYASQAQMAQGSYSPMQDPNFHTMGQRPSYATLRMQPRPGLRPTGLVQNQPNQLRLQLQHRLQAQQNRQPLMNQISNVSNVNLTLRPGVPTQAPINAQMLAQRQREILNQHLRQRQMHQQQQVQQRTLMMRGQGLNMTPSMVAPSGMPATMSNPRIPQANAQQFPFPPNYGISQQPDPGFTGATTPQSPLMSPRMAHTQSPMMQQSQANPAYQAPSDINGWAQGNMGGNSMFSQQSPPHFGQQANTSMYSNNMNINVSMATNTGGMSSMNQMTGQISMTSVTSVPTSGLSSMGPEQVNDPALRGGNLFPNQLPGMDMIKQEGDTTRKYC
* hit, by the source's call; / = not tested or not shown. A portion of the library, so the mix of outcomes need not match the whole.

SMILES	ABHD5-PLIN5 inh	TLR9-MyD88 inh	MC4R ag barr	NOD2 RIPK2 PPI	MC4R antagonist	Cardio protect	Glyco luc inh	ABCB6 inh MLPCN	HTR2A ag	SRC2 inh
CC(=O)Nc1nc(C)c(S(N)(=O)=O)s1	-3	3	-0.1	-7	-2	4	0	98	2	9
COc1ccc(CCNC(=O)c2cccc(NC3=NC4CS(=O)(=O)CC4S3)c2)c(OC)c1 (stereo not given)	-5	4	-0.3	-9	8	-2	0	104	-4	-20
CCC(=O)N(Cc1cc(=O)[nH]c2ccccc12)c1cccc(C)c1	-9	5	-1.0	-6	-4	19	-2	101	-1	-23
O=C(NCc1cccnc1)c1ccc(Cl)c(S(=O)(=O)N2CCOCC2)c1	-2	5	-0.3	-5	14	0	-1	101	1	2
CC1CCN(C(=O)c2cccc(S(=O)(=O)N3CCN(c4ccccc4)CC3)c2)CC1	-4	0	-0.5	-10	-1	-4	0	99	-3	-12
Cc1ccsc1C(=O)Nc1cc(C(C)(C)C)nn1-c1ccccc1	-1	5	0.8	-5	9	7	0	96	0	/
COc1ccc2c(c1)OC13CCN(C)CC1C2C(C(=O)c1ccc(F)cc1)C(=O)N3 (stereo not given)	1	-10	0.6	-14	2	2	1	97	-12	-18
COc1ccc(-c2[nH]ncc2CN(C)Cc2cc(C)[nH]n2)c(F)c1	0	3	-1.1	-8	4	-4	1	100	1	-29
COc1ccc(-c2csc(NC(C)c3nc4cc(C(F)(F)F)ccc4n3CCOCCO)n2)cc1 (stereo not given)	-7	-5	-1.2	2	13	-6	0	101	1	8
CC1(C(=O)Nc2ccc3c(c2)OCO3)CCN1C(=O)CCC1CCCC1 (stereo not given)	4	/	2.8	4	5	-3	1	99	0	11
COc1ccc(Br)cc1S(=O)(=O)NCc1ccccn1	0	-3	-0.6	-7	6	5	0	94	0	-5
CC1CCCCN1CC(O)COCc1ccc(Cl)cc1 (stereo not given)	-10	2	-1.5	-2	10	4	0	95	5	-6
COc1cc(NC(=O)c2ccc(F)cc2)c(OC)cc1NC(=O)CN1CCOCC1	-1	-3	0.1	-3	6	6	-3	95	3	1
COC(=O)c1c(NC(=O)Cc2ccccc2)sc2c1C(C(=O)OC)CC2 (stereo not given)	3	-3	-2.4	-8	-1	2	0	100	-1	-1
C#Cc1ccc(NC(=O)C2(C)CCN2C(=O)c2ccccc2CCc2ccccc2)cc1 (stereo not given)	-2	/	-0.9	2	13	-9	-3	95	-2	-3
Nc1nc(N)nc(C2C=CCCC2)n1 (stereo not given)	10	-1	-1.8	-10	10	5	0	97	4	-14
CCS(=O)(=O)n1nc(-c2ccccc2)nc1SCc1ccccc1	8	-6	0.8	-2	12	-4	2	94	6	-49
O=[N+]([O-])c1ccc(Sc2nccn2Cc2ccccc2)cc1	0	-4	-0.7	-3	8	2	-2	95	-7	-29
CCc1cccc(NC(=O)C2CCCN2C(=O)Nc2ccc(C)cc2)c1 (stereo not given)	0	-3	0.7	-11	21	5	1	98	-8	5
CCOCCCN(Cc1ccco1)S(=O)(=O)c1csc(C(N)=O)c1	-1	-14	-2.9	-4	6	6	-3	95	0	13
O=C(NCc1ccccc1Cl)c1cccc(C(F)(F)F)c1	3	-8	-0.4	9	8	-4	-2	106	-4	17
O=c1c2ccccc2[nH]c(=S)n1CCN1CCN(Cc2ccccc2)CC1	-3	-5	-2.1	2	-2	20	-4	98	-3	3
CC(=O)N1CC(C)Oc2ccc(S(=O)(=O)NC(CC(=O)O)c3ccc(C)cc3C)cc21 (stereo not given)	3	4	0.2	-4	0	-2	1	109	5	-16
Cc1ccc(NC(=S)N2CCCC(CO)C2)c(C)c1 (stereo not given)	-2	4	-1.5	5	12	-1	0	103	0	-22
CCOC(=O)c1cc(-c2ccc(F)cc2)n(CC(=O)N2CCCC2)c1C	4	-12	0.4	-11	1	6	-1	76	3	-2
Other results.
SMILES	ABHD5-PLIN5 inh	TLR9-MyD88 inh	MC4R ag barr	NOD2 RIPK2 PPI	MC4R antagonist	Cardio protect	Glyco luc inh	ABCB6 inh MLPCN	HTR2A ag	SRC2 inh
C=CCNC(=O)/C(C#N)=C\c1cc(Cl)c(O)c(OCC)c1	-1	-7	1.2	-4	-3	2	-1	87	1	-23
CCOc1ccc(C(=O)NCC(=O)N2CCCCCCC2)cc1OCC	-2	-2	-3.4	-15	0	5	3	101	0	-9
CCn1c(CC(=O)Nc2ccccc2F)nnc1SCC(=O)N1CCN(c2ccccc2)CC1	0	-5	-1.1	-2	-4	3	1	103	0	-7
COc1ccc(-c2cc(C(=O)N(C)Cc3ccc(F)cc3)c3ccccc3n2)cc1OC	4	3	-2.0	-20	3	33	0	91	3	-17
CCOC(=O)CN1CC23C=CC(O2)C(C(=O)NC2CCCCCC2)C3C1=O (stereo not given)	-2	-3	2.6	-6	9	26	1	99	-4	-5
CCOc1ccc(N(CC(=O)NC(C)(C)C)C(=O)c2ccco2)cc1	-4	4	4.2	-13	2	-1	-1	94	2	-12
CCOC(=O)C1CCCN(c2oc(-c3ccc(F)cc3)nc2C#N)C1 (stereo not given)	-2	-2	-2.2	5	15	-1	6	101	-3	-16
CN(C)C(CNC(=O)CNC(=O)c1ccc2ccccc2c1)c1ccccc1 (stereo not given)	7	-1	-2.1	-4	-2	-5	-1	98	-10	-10
C[n+]1cccc(C(=O)N/N=C/c2ccc3c(c2)OCO3)c1	6	-16	0.8	-7	7	-1	1	103	-12	-6
Nc1nnnn1/N=C/c1cc([N+](=O)[O-])ccc1O	4	-3	0.1	-6	3	-3	1	104	-8	-25
CCCCC1(C)OC(=O)C(=Cc2ccc(-c3ccc(Cl)c(C(=O)O)c3)o2)C(=O)O1 (stereo not given)	3	10	0.9	-19	6	0	0	100	3	-13
CCOC(=O)C(=CNc1ccc2c(c1)c1ccccc1n2CC)C(=O)OCC	-4	-10	0.1	0	2	-1	1	101	11	2
COC(=O)C(C)(C)NC(=O)c1cccs1	6	-2	1.6	-9	10	3	-2	109	7	-16
COc1ccc(NC(=O)Cc2c(Cl)cccc2Cl)cn1	-2	1	2.2	-9	3	-4	-3	96	0	-1
CCn1c(CNC(=O)c2ccco2)nnc1SCC(=O)Nc1ccc(Br)cc1F	-1	-5	-3.3	-3	-3	-2	-3	97	-2	-12
Cc1ccc(/C=N/N2CCN(Cc3ccc(C)cc3)CC2)cc1	-1	-1	0.4	-4	3	-2	-1	97	-8	-9
CCOC(=O)c1ccc(NC=C2C(=O)OC3(CCCCC3)OC2=O)cc1	1	-6	-1.1	-10	6	-4	0	88	2	2
CC(=O)c1ccc(N2CCN(C(=S)Nc3cccc(F)c3)CC2)cc1	0	4	-1.3	-11	5	15	0	101	-1	-8
Cc1cc(/C=C2/NC(=O)NC2=O)c(C)n1C	1	-3	0.6	-3	-6	1	2	100	0	-12
Cc1ccc(CCNc2ccccc2)c[n+]1[O-]	-2	-14	0.4	3	0	-1	1	97	-4	4
Cc1nnc(N(Cc2ccco2)C(=O)c2ccc(C#N)cc2)s1	2	6	0.2	-7	9	7	1	100	7	-14
CCOc1cccc(-c2nnc3n2N=C(c2cc(OC)ccc2OC)CS3)c1	3	1	0.7	-10	10	6	0	93	7	-2
NC(=O)c1ccsc1NC(=O)COC(=O)c1c(F)cccc1Cl	-6	-6	1.1	-10	0	-10	-3	97	-3	-35
O=C(Nc1cccnc1)C1OCCc2ccccc21 (stereo not given)	0	-14	0.7	-3	11	6	-1	101	-3	-34
O=C(c1cnn2c1NC(c1ccc(Br)cc1)CC2C(F)(F)F)N1CCN2CCCC2C1 (stereo not given)	6	-1	-2.2	-6	1	0	3	97	-2	-12
The listing continues.
SMILES	ABHD5-PLIN5 inh	TLR9-MyD88 inh	MC4R ag barr	NOD2 RIPK2 PPI	MC4R antagonist	Cardio protect	Glyco luc inh	ABCB6 inh MLPCN	HTR2A ag	SRC2 inh
O=C(NN=C1CCCCCC1)c1ccc(Cl)s1	5	-13	2.1	-9	-3	6	1	104	-3	-2
CC(C)N1CC(=O)N2CSCC2C1=O (stereo not given)	0	/	/	0	/	/	/	101	-2	2
O=C(CONS(=O)(=O)c1ccc(Cl)cc1)NCCNc1ncc(C(F)(F)F)cc1Cl	6	9	1.2	-8	-1	-22	0	101	-7	4
COc1ccc(/C=C(/C(=O)N2CCCCC2C(=O)O)c2ccc(OC)c(OC)c2)cc1 (stereo not given)	4	-12	1.8	2	4	1	1	96	2	-27
Cn1ncc2c(Nc3cccc(Cl)c3)nc(Nc3cccc(Cl)c3)nc21	0	9	5.2	9	23	-4	-3	106	-2	-4
O=C(Nc1ccc2c(c1)C(=O)OC2)Nc1cccc2ccccc12	4	7	-0.7	-4	3	8	2	102	10	3
S=c1nc2ccccc2c2nc(-c3ccccc3)[nH]n12	3	1	-1.0	6	-5	1	0	95	10	-27
O=C(O)CSc1c2c(nc3cc(C(=O)N4CCOCC4)ccc13)CCCC2	3	-6	-1.6	-9	1	2	2	107	-1	13
COc1ccccc1-c1cnc(C(O)c2ccc(C)c(F)c2)[nH]1 (stereo not given)	-4	/	-1.2	-3	2	-4	1	93	-1	25
N#Cc1c(N(CCO)CCO)nc(N)c2c(N)nc3c(c12)CC(=O)N3CC1CCCO1 (stereo not given)	7	7	2.7	-9	-7	-5	0	94	1	-1
O=C(CSCC(=O)c1ccccc1)Nc1ccccc1Cl	-3	5	-0.9	10	7	0	-1	95	-2	-15
CN(C)CCNc1ncnc2c1ncn2[C@H]1CN(Cc2ccc(F)cc2)C[C@@H](CO)O1	1	/	0.6	-10	14	16	1	103	4	1
Cc1cccc(Cn2nc(C)c(NC(=O)c3ccc(F)cc3)c2C)c1	0	-7	-0.6	5	-1	2	-1	88	5	9
Cc1nn(-c2ccc(Cl)cc2)c(NC(=O)C(C)C)c(-c2ccccc2)c1=O	-5	1	1.6	3	9	-3	1	101	-4	18
COc1cc(N2C(=O)CSC23C(=O)Nc2ccccc23)cc(OC)c1OC (stereo not given)	0	5	0.3	-7	-1	-5	2	99	3	2
CCOC(=O)c1[nH]c(C)c(C(=O)OCc2ccc(C)cc2)c1C	-6	1	-0.4	-1	1	3	-1	168	-1	-23
CC1=C(C(=O)N2CCOCC2)CC(CC(=O)NC2CC2)C(=O)N1CCC1=CCCCC1 (stereo not given)	-5	/	/	5	/	2	3	100	0	-17
COc1ccc(-c2cc3nc(-c4ccccc4)cc(N4CCC5(CC4)OCCO5)n3n2)cc1	1	6	0.6	-17	4	7	0	95	10	1
Cc1cccc(NC(=O)c2sc3nc4c(c(-c5ccco5)c3c2N)CCC4)c1	0	6	2.7	-3	-2	-3	-5	102	-6	-3

Entries of single compounds as entered above. Order of values: ABHD5-PLIN5 inh	TLR9-MyD88 inh	MC4R ag barr	NOD2 RIPK2 PPI	MC4R antagonist	Cardio protect	Glyco luc inh	ABCB6 inh MLPCN	HTR2A ag	SRC2 inh
CC(C)N1CC(=O)N2CSCC2C1=O (stereo not given) is listed as 0	/	/	0	/	/	/	101	-2	2
COc1ccc(-c2cc3nc(-c4ccccc4)cc(N4CCC5(CC4)OCCO5)n3n2)cc1 is listed as 1	6	0.6	-17	4	7	0	95	10	1
